# Source: PubChem BioAssay
# TNAP inh Pi: human TNAP enzyme inhibitors, primary screen, biochemical, colorimetric, phosphate release readout; 21,000 tested, under 10 active; AID 614, 2007; purified TNAP, pNPP, malachite green phosphate absorbance; inhibition, % at 20 µM; Alkaline phosphatase, tissue-nonspecific isozyme (Homo sapiens), P05186
# Target sequence (P05186 whole entry, looked up): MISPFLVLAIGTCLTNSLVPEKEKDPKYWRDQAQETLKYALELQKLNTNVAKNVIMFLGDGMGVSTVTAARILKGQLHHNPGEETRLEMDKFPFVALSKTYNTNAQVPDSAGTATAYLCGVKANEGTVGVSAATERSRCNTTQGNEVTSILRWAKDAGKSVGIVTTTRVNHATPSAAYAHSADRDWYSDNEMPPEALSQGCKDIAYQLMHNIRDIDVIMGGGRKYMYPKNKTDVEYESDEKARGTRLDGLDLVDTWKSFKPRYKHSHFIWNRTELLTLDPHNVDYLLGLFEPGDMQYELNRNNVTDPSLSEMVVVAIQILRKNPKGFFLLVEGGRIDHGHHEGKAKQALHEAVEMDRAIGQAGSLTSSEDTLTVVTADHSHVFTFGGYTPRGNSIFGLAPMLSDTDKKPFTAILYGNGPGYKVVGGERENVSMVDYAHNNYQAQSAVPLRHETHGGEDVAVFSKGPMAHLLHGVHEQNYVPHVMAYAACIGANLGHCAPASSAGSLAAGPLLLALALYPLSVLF
# TNAP inh pNP: human TNAP enzyme inhibitors, primary screen, biochemical, colorimetric, p-nitrophenol readout; inhibition, % at 20 µM; Alkaline phosphatase, tissue-nonspecific isozyme (Homo sapiens), P05186; purified TNAP, pNPP hydrolysis, absorbance 405 nm; 21,000 tested, under 10 active;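 note: 0% = DMSO only wells and 100% = 1 mM levamisole wells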
# Starred values were filed as active, the others as inactive.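 Rule for the calls: active = inhibition above 50% at the 20 µM single-dose screen; inactive = the rest.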 Not all compounds are listed; rates above refer to the full screens.
# Values run as follows: TNAP inh Pi, TNAP inh pNP
CCCCC(=O)C1CCN(Cc2ccccc2)CC1
 : 5.5, 2.2
CCC(=O)Nc1c(C)c(CC)nc2ccccc12
 : 0.0, 0.0
Cc1ccc(NC(=O)CSc2nnc(C3CCCCC3)n2N)cc1F
 : 3.6, 5.2
CCNc1nc(NC(C)C)nc(N(C#N)Cc2ccccc2)n1
 : -9.1, 5.4
CCOC(=O)CNC(=O)C(CO)NC(=O)OCc1ccccc1 (centres undefined)
 : 13.0, 6.2
c1csc(-c2csc3ncnc(NCCCN4CCOCC4)c23)c1
 : -5.7, -13.3
Cc1cccc(N(C(=O)CCC(=O)Nc2cc(C)on2)C(C(=O)NC2CCCC2)c2ccncc2)c1 (centres undefined)
 : 5.4, 0.0
CC(=O)Nc1c(C(=O)N2CCOCC2)sc2nc3c(cc12)COC(C)(C)C3
 : 6.2, 2.4
O=C(NCc1ccco1)C1CCN(S(=O)(=O)c2ccc(-n3cnnn3)cc2)CC1
 : 7.0, 0.2
O=C(NCc1ccncc1)c1c(F)c(F)c(F)c(F)c1F
 : 8.3, 6.3
CCOC(=O)Cc1nnc2c(Nc3ccc(Cl)cc3)nc3nonc3n12
 : 13.3, 8.4
Cc1cc(NC(=O)COC(=O)C(Cc2ccccc2)NC(=O)c2ccco2)no1 (centres undefined)
 : 13.0, -2.5
NC(=O)C1CCCN(C(=O)c2ccc(Cl)cc2)C1 (centres undefined)
 : 4.9, 0.3
O=C(O)CCc1ccc(-c2ccccc2)o1
 : 0.0, 0.0
N#Cc1c(N)sc2c1CCN(C(=O)OCc1ccccc1)C2
 : -8.1, 2.6
CCCCNc1nc2c(c(=O)[nH]c(=O)n2C)n1CCOc1ccccc1
 : -0.2, 4.2
CCCC(c1nnnn1CC1CCCO1)N1CCN(c2cc(Cl)ccc2C)CC1 (centres undefined)
 : 11.0, 4.9
COc1ccc(N2CCN(Cc3cc(=O)oc4ccc5ccccc5c34)CC2)cc1
 : 5.8, 1.4
CCOC(=O)CNS(=O)(=O)c1cc(-c2nn(C)c(=O)c3ccccc23)ccc1C
 : 8.9, 3.4
COC(=O)C(C)NC(=O)C1CCCN1S(=O)(=O)c1cc(C)c(Cl)cc1C (centres undefined)
 : 8.8, 2.7
CCOc1ccc(N(CC(=O)NC2CCCC2)C(=O)CCC(=O)Nc2ccccn2)cc1
 : 14.8, 7.2
Cc1cc(C(=O)CSc2nnc(-c3cccs3)n2Cc2ccccc2)c(C)n1C
 : -5.3, -13.0
O=C(CN(CC1CCCO1)C(=O)CCC(=O)Nc1nccs1)NCC1CCCO1 (centres undefined)
 : 11.8, 2.8
CCOc1ccccc1C(=O)Nc1ccccc1C(N)=O
 : 7.8, 3.7
O=C(OCc1cc(-c2ccccc2)no1)c1ccc2ccccc2n1
 : 11.0, 5.9
Cc1ccsc1C(C(=O)NC1CCCCC1)N(C(=O)c1csnn1)C1CC1 (centres undefined)
 : 16.1, 1.8
N/C(=N\S(=O)(=O)c1ccc(Cl)s1)c1ccccc1
 : 9.7, 5.5
O=C(CN1C(=O)c2ccccc2C1=O)Nc1ccc(N2CCOCC2)cc1
 : 10.4, 5.1
CCOCCCNC(=O)C1CCN(C(=O)Nc2ccc(C)cc2)CC1
 : 7.5, 4.5
CN(C)c1ccc(C=NCCC2(O)CCOC(C)(C)C2)cc1 (centres undefined)
 : 7.4, 2.6

# Profiles from above.
# `CCOC(=O)CNS(=O)(=O)c1cc(-c2nn(C)c(=O)c3ccccc23)ccc1C` in the list: TNAP inh Pi = 8.9; TNAP inh pNP = 3.4
# `Cc1cc(C(=O)CSc2nnc(-c3cccs3)n2Cc2ccccc2)c(C)n1C` in the list: TNAP inh Pi = -5.3; TNAP inh pNP = -13.0

# Next section.
# Values run as follows: TNAP inh Pi, TNAP inh pNP
O=C(O)CCc1nn2cc(-c3ccccc3)nc2[nH]c1=O
 : 3.8, -2.6
C=CCNC(=O)CC(C)C(CCCCC)C(=O)O (centres undefined)
 : -0.3, -8.8
COc1ccc2c(c1OC)C(=O)N1c3ccccc3C(=O)N(c3ccccc3F)C21 (centres undefined)
 : 5.8, 2.0
O=C(CSc1nnc(-c2ccc(F)cc2)o1)Nc1ccc(S(=O)(=O)N2CCCC2)cc1
 : 4.4, 0.9
CN1CCN(c2ccccc2NC(=O)c2ccc(Br)o2)CC1
 : 0.0, 0.0
O=C(NCCc1nc2ccccc2[nH]1)Nc1ccccc1
 : 8.1, 3.6
CCOC(=O)CSc1nc2ccccc2c(=O)n1CC
 : 0.0, 0.0
C/C(N)=C(/C#N)C(=O)CSc1ncnc2ccccc12
 : 11.7, 7.5
Cc1cccc(-c2noc(CCCC(=O)Nc3cccnc3)n2)c1
 : 10.5, 5.1
Cn1c(SCC(=O)Nc2ccc3cn[nH]c3c2)nnc1-c1cnccn1
 : 6.0, 8.2
COc1cc(OC)cc(-c2nnc(SCC(=O)N(Cc3ccccc3)C(C)(C)C)o2)c1
 : 7.6, 6.7
Cn1c(CCN2CCCCC2)nc2cc(NS(=O)(=O)c3ccccc3)ccc21
 : 9.9, 2.9
CC1=C(C(=O)OCCOc2ccccc2)C(c2ccc(C)o2)C2=C(CC(C)(C)CC2=O)N1 (centres undefined)
 : 8.1, 1.0
CCOC(=O)CC1C(=O)NC2CCCCC2N1C(=O)Nc1ccc(Cl)cc1 (centres undefined)
 : 5.7, -0.7
Cn1cc(CNC(=O)C2CCCCC2)cn1
 : 9.7, 0.6
CCc1nnc(NC(=O)CSc2nnc(Cc3ccccc3)n2-c2ccccc2)s1
 : 9.2, 5.1
Cc1sc2ncnc(-n3cnc4ccccc43)c2c1C
 : 7.9, 1.4
O=C1CN(C(=O)COC(=O)C2=COCCO2)c2ccccc2N1
 : 3.7, -1.2
Cc1ccc2nc(Nc3nc(=O)c4ccccc4n3C)nc(C)c2c1
 : 5.1, -2.4
CC#CCN(CC#CC)S(=O)(=O)c1ccc(S(=O)(=O)N2CCOCC2)cc1
 : 6.0, 0.9
O=C(O)C1OC(C(=O)O)C2C1C(F)(F)C2(F)F (centres undefined)
 : 7.8, 5.7
CCOC(=O)C1=C(C)NC2=C(C(=O)CCC2)C1c1cccs1 (centres undefined)
 : -5.8, -9.6
O=C(Nc1ccc(NC(=O)C2CC2)nc1)c1ccco1
 : 11.9, 6.1
Cc1cc(C)n(C(=O)CNC(=O)c2cccs2)n1
 : -5.4, -1.4
O=C(NCc1ccccn1)c1c(O)c2c([nH]c1=O)CCCC2
 : 6.1, 3.8
Cc1ccc(C(C)C)c(Oc2nnnn2-c2ccccc2)c1
 : -8.6, -13.6
COc1ccc(OC)c(S(=O)(=O)N2c3cc(F)ccc3CCC2C)c1 (centres undefined)
 : 5.9, -0.8
CCCc1cc(C(N)=O)c(NC(=O)C2CCCO2)s1 (centres undefined)
 : 1.0, -3.5
c1csc(-c2nn3c(C4CCCCC4)nnc3s2)c1
 : 8.2, 4.4
CC(=O)N1CCN(C2=Nc3cccc4cccc2c34)CC1
 : -9.3, 2.6
COc1ccc(CNC(=O)CSc2nnnn2Cc2ccccc2)cc1
 : 14.2, 5.2
CC1CN(C(=O)Cn2cnc3c2c(=O)n(C)c(=O)n3C)CC(C)O1 (centres undefined)
 : 0.0, 0.0
COCCn1c(CN2CCN(c3ccc(OC)cc3)CC2)nc2c1c(=O)n(C)c(=O)n2C
 : 3.7, -0.9
N#Cc1c(NC(=O)CCC(=O)O)sc2c1CCCC2
 : 5.0, 3.0
CCOC(=O)c1c(N)sc(=S)c2c1CCC2
 : -58.1, -17.0
COc1ccc(N/C(=N\c2nc(C)cc(C)n2)NC(=O)C(C)C)cc1OC
 : 11.9, 3.5
Cc1[nH]c2ccc(-c3nnc(SCC(=O)N4CCCc5ccccc54)o3)cc2c1C
 : 13.2, 3.5
CCOC(=O)Cc1csc(NC(=O)c2ccc3c(c2)OCO3)n1
 : -5.3, 5.8
CCCCOc1ccc(CN(C)c2ncnc(N)n2)cc1
 : 0.0, 0.0
COc1ccccc1NC(=O)CSc1nnc(C)n1Cc1ccccc1
 : -5.8, 4.9
COC(=O)C(NC(C)=O)(Nc1ccc(Br)cc1)C(=O)OC
 : -69.3, 1.9
O=C(NCC1COc2ccccc2O1)c1cn(Cc2ccc(F)cc2)nn1 (centres undefined)
 : 20.5, 2.5
Cn1c(=O)c2c(nc(SCCN3CCCCC3)n2Cc2ccccc2)n(C)c1=O
 : -14.1, 4.8
CCOC(=O)c1c(C)n(C)c2ccc(OC)c(NC(=O)c3cccs3)c12
 : 8.4, 4.1
COCc1[nH]nc2c1C1(C(=O)Nc3ccc(F)cc31)C(C#N)=C(N)O2 (centres undefined)
 : -27.8, 0.8
Cn1nnnc1SCCNS(=O)(=O)c1ccccc1
 : 3.8, 3.3
CCC(C)(C)NC(=O)C(c1ccccc1F)N(Cc1ccco1)C(=O)c1csnn1 (centres undefined)
 : 7.4, 5.2
CCn1c(SCC(=O)Nc2ccccc2C(=O)OC)nnc1-c1ccc(N)cc1
 : 0.0, 0.0
CCn1c(C)c(C(C)=O)c(N2CCC(C(N)=O)CC2)nc1=S
 : 9.0, 2.5
COc1ccc(C(=O)NC2CC3CCCC(C2)N3CC(C)C)cc1OC (centres undefined)
 : 5.5, 2.0
CC(C)n1c(N2CCN(CC(=O)NCc3cccs3)CC2)nc2ccccc21
 : 8.9, 3.3
COc1ccc(CCN2C(=O)c3[nH]nc(-c4ccccc4O)c3C2c2ccc(C)cc2)cc1OC (centres undefined)
 : 2.0, 5.2
Nc1c2c(nc3ccn(-c4ccccc4)c(=O)c13)CCCCC2
 : 6.3, 2.0
COc1ccc(S(=O)(=O)N2CCN(Cc3c[nH]c4ccccc34)CC2)cc1
 : 11.4, 3.6
Cn1c(=O)n(C)c2cc(C(=O)c3ccccc3)ccc21
 : 3.6, 2.6
COc1ccccc1-c1n[nH]c(=S)n1-c1ccccc1
 : 4.7, 5.2
Cc1nc(/N=C(\N)Nc2ccccc2)nc2ccccc12
 : 3.5, 3.0
COc1ccccc1N1C(=O)C2ON(c3ccccc3)C(c3ccc(N(C)C)cc3)C2C1=O (centres undefined)
 : 5.4, 4.9
Cc1cc(C)nc(Sc2c(C)n[nH]c2C)n1
 : 11.5, 2.2
CC1CCN(C(c2ccc(N(C)C)cc2)c2nnnn2C(C)(C)C)CC1 (centres undefined)
 : 10.9, 4.8

# Pulled by structure from above, two records:
# Values run as follows: TNAP inh Pi, TNAP inh pNP
CC1CCN(C(c2ccc(N(C)C)cc2)c2nnnn2C(C)(C)C)CC1 (centres undefined)
 : 10.9, 4.8
O=C(O)CCc1nn2cc(-c3ccccc3)nc2[nH]c1=O
 : 3.8, -2.6

# Continued.
# Values run as follows: TNAP inh Pi, TNAP inh pNP
Cc1ccc2nc(-c3ccc(NC(=O)c4ccco4)cc3)[nH]c2c1
 : 3.7, 4.8
O=C(O)c1ccccc1C1=Nc2ccc(O)cc2Oc2cc(O)ccc21
 : 4.5, 2.4
CCCCC[C@H](O)/C=C/[C@@H]1[C@@H](CCCCCCC(=O)O)[C@@H](O)C[C@H]1O
 : 5.8, 1.8
COc1cccc(-c2nc(N3CC(C)CC(C)C3)c3ccccc3n2)c1O (centres undefined)
 : 5.4, -0.2
O=[n+]1cc(-c2ccccc2)n([O-])c2c1CCC2
 : 1.6, -0.2
Oc1ccccc1Nc1nc(NCC2CCCO2)c2ccccc2n1 (centres undefined)
 : 15.7, 2.5
C/C(=N\O)c1c(C)c2ccccc2n1C
 : 6.0, 4.2
COc1cc(S(=O)(=O)N(Cc2cccs2)CC2CCCO2)ccc1-n1cnnn1 (centres undefined)
 : 15.6, 4.5
C[C@]12C[C@H](O)[C@H]3[C@@H](CCC4=CC(=O)CC[C@@]43C)[C@@H]1CC[C@@H]2C(=O)CO
 : 1.0, 0.4
COc1cc([C@@H]2[C@H]3CNCC=C3C(C#N)=C(N)C2(C#N)C#N)ccc1OC(C)C
 : 0.0, 3.0
CCOC(=O)c1c(C)[nH]c(C(=O)COC(=O)c2cn(CC)c3nc(C)ccc3c2=O)c1C
 : 9.1, 5.1
CC(C)C(c1nnnn1Cc1ccccc1)N(CCCO)Cc1cc2cc3c(cc2[nH]c1=O)OCO3 (centres undefined)
 : 2.2, -0.5
Cc1c(N2C(=O)CSC23C(=O)Nc2ccccc23)c(=O)n(-c2ccccc2)n1C (centres undefined)
 : 6.8, 5.8
O=C(CSc1nnc(-c2cccnc2)n1Cc1ccco1)c1ccc(Cl)c(Cl)c1
 : 7.3, 7.6

# No new results follow: 7 of the compounds above.
# Values run as follows: TNAP inh Pi, TNAP inh pNP
COc1cc(S(=O)(=O)N(Cc2cccs2)CC2CCCO2)ccc1-n1cnnn1 (centres undefined)
 : 15.6, 4.5
C[C@]12C[C@H](O)[C@H]3[C@@H](CCC4=CC(=O)CC[C@@]43C)[C@@H]1CC[C@@H]2C(=O)CO
 : 1.0, 0.4
COc1cc([C@@H]2[C@H]3CNCC=C3C(C#N)=C(N)C2(C#N)C#N)ccc1OC(C)C
 : 0.0, 3.0
CCOC(=O)c1c(C)[nH]c(C(=O)COC(=O)c2cn(CC)c3nc(C)ccc3c2=O)c1C
 : 9.1, 5.1
CC(C)C(c1nnnn1Cc1ccccc1)N(CCCO)Cc1cc2cc3c(cc2[nH]c1=O)OCO3 (centres undefined)
 : 2.2, -0.5
Cc1c(N2C(=O)CSC23C(=O)Nc2ccccc23)c(=O)n(-c2ccccc2)n1C (centres undefined)
 : 6.8, 5.8
O=C(CSc1nnc(-c2cccnc2)n1Cc1ccco1)c1ccc(Cl)c(Cl)c1
 : 7.3, 7.6

# Sorted by SMILES length (highest first): some entries from above
# Values run as follows: TNAP inh Pi, TNAP inh pNP
COc1cc([C@@H]2[C@H]3CNCC=C3C(C#N)=C(N)C2(C#N)C#N)ccc1OC(C)C
 : 0.0, 3.0
CC(C)C(c1nnnn1Cc1ccccc1)N(CCCO)Cc1cc2cc3c(cc2[nH]c1=O)OCO3 (centres undefined)
 : 2.2, -0.5
O=[n+]1cc(-c2ccccc2)n([O-])c2c1CCC2
 : 1.6, -0.2
